Screens deposited in PubChem BioAssay by several laboratories.
Salmonella PhoP GFP – inhibitors of PhoP regulon expression, primary screen, Salmonella Typhimurium, GFP reporter (AID 1863) | S. Typhimurium PhoP-regulated promoter GFP reporter, 4 h; higher % means a stronger effect | one-dose inhibition, % at 50 µM; IC50 in µM for titrated hits | 300,000 compounds, 0.16% hits;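 active means inhibition over 29.93%, a cutoff 3 SD above the screen mean, later confirmed by dose response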;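 further: 0% = low Mg2+ inducing control and 100% = high Mg2+ repressing control; strong numbers were not always called active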
SIAH1 antagonists – Siah-1 peptide-binding antagonists, primary screen, biochemical, fluorescence polarization, rhodamine-plectin, uHTS (AID 1817); Siah-1 / rhodamine-plectin peptide fluorescence polarization; higher % means a stronger effect; displacement, % at 20 µM; hits with a dose series show IC50 in µM; 290,000 compounds, 0.02% hits;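 active means displacement of at least 50% at 20 µM, with a fluorescence ratio check between 0.3 and a set limit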;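 further: plate controls were Siah plus tracer with DMSO for no effect and tracer alone without Siah for full effect; strong numbers were not always called active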
P. falciparum M17LAP – P. falciparum M17LAP inhibitors, primary screen, biochemical, fluorogenic H-Leu-NHMec substrate, 1536-well (AID 1619); 220,000 compounds, 0.38% hits; one-dose inhibition, % at 30 µM; IC50 in µM for titrated hits; recombinant M17LAP, H-Leu-NHMec fluorogenic kinetic assay; higher % means a stronger effect;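 active means compound inhibiting the enzyme by more than half at any dose during confirmatory dose-response retesting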;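 further: plate controls were full reaction with DMSO carrier for no effect and no enzyme background for full effect; strong numbers were not always called active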
West Nile antiviral – inhibition of WNV-induced cytopathic effect – cell-based, CPE readout (AID 1621). West Nile virus-infected cells, CPE inhibition; higher % means a stronger effect. one-dose CPE inhibition, % at 10 µM; IC50 in µM for titrated hits. 290,000 compounds, 0.02% hits; in the data active means a potency from the dose series; further: strong numbers were not always called active
Yfh1-depleted yeast – enhancers of respiration in Yfh1-depleted yeast, dose response, Friedreich's ataxia, plus single-dose screen (AID 1465). 220,000 compounds, 0.074% hits. S. cerevisiae Yfh1-off respiration, WST-1 reduction, 72 h; higher fold induction means a stronger effect. fold induction at 50 µM; hits with a dose series show EC50 in µM;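 active means fold induction of absorbance versus untreated yeast above a set limit, then at least 30% activation at any dose in follow-up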;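 further: activators that raise dye reduction in frataxin-depleted yeast; strong numbers were not always called active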
CSM14.1 death rescue – protection against thapsigargin-triggered cell killing – 384-well, CSM14.1, ATP luminescence, primary screen (AID 1222); CSM14.1 thapsigargin-induced death rescue, ATP luminescence; higher % means a stronger effect; cellular ATP content (survival), % at 20 µM, or EC50 in µM where a hit was titrated; 190,000 tested, under 10 active;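 active means EC50 below 50 µM in the dose-response confirmation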;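 further: death triggered by thapsigargin at about 15 µM added after 2 h compound pretreatment; cell ATP read after overnight thapsigargin exposure of roughly 18 to 22 hours; normalized against plate controls of thapsigargin alone and 5% DMSO vehicle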
M1AAP inhibition – P. falciparum M1AAP inhibitors, biochemical, fluorogenic H-Leu-NHMec substrate, 1536-well (AID 1445). recombinant M1AAP, H-Leu-NHMec fluorogenic kinetic assay; higher % means a stronger effect. one-dose inhibition, % at 30 µM; IC50 in µM for titrated hits. 220,000 compounds, 0.42% hits;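 active means primary inhibition above the hit cutoff, then over 50% inhibition at one or more dose response concentrations, cut at about 23% in these data, passing the limit was not always enough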;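 further: plate controls were DMSO full reaction for no effect and no enzyme background for full effect; strong numbers were not always called active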
XIAP displacement – small molecules displacing peptide from XIAP – biochemical, IAP family, fluorescence polarization (AID 1018); XIAP BIR domain, fluorescence polarization peptide displacement; higher % means a stronger effect; displacement, % at 20 µM, or IC50 in µM where a hit was titrated; 200,000 compounds, 0.007% hits; in the data active means displacement above about 50%; further: a part of the inactive calls stands beside numbers as strong as those of hits
PMI inhibition – human PMI inhibitors, high substrate, primary screen, biochemical, fluorescence intensity, high mannose 6-phosphate (AID 1220); recombinant PMI enzyme, coupled fluorescence intensity; higher % means a stronger effect; inhibition, % at 20 µM, or IC50 in µM where a hit was titrated; 190,000 compounds, 0.66% hits; in the data active means inhibition above about 50%
* marks the source's active call; other numbers are inactive results; i = inactive; . = no result given. Random draw from the library. About 1.6% of those tested had a hit in this group.

SMILES	Salmonella PhoP GFP	SIAH1 antagonists	P. falciparum M17LAP	West Nile antiviral	Yfh1-depleted yeast	CSM14.1 death rescue	M1AAP inhibition	XIAP displacement	PMI inhibition
O=C(O)C1Cc2ccccc2CN1S(=O)(=O)/C=C/c1ccccc1 (stereo unspecified)	8%	1%	18%	0.1%	i	0.4%	2%	-6.4%	-27%
c1ccc(C(c2ccccc2)c2noc(CN3CCN(CC4CC4)CC3)n2)cc1	.	3%	.	-0.8%	i	0.3%	.	-4.5%	-7%
CSCCOC(=O)COc1ccc(/C=N/NC(=O)c2c(Cl)cnn2C)cc1	-8%	13%	-3%	-0.1%	i	.	-1%	.	.
COc1ccc(CC(=O)Nc2cccc(-c3cn4ccccc4n3)c2)cc1	3%	2%	0%	-0.6%	i	2.6%	1%	-6.3%	8%
C=CCOc1ccccc1C1NC(=O)NC(C)=C1C(=O)NCc1ccccc1 (stereo unspecified)	-11%	-2%	0%	-0.5%	i	-0.6%	2%	-0.7%	-5%
Cc1ccc(NC(=O)Cn2c(O)c(N=NS(=O)(=O)c3ccc(C)cc3)c3ccccc32)cc1	-3%	2%	12%	-0.5%	i	2.8%	9%	-3.8%	-47%
Nc1nc(CN2CCN(C(=O)c3ccco3)CC2)nc(Nc2cccc(Cl)c2)n1	20%	-2%	12%	0.0%	i	1.6%	2%	13%	-3%
N#Cc1ccc(OCc2nnc(-c3ccc([N+](=O)[O-])cc3)o2)cc1	-6%	0%	2%	-1.0%	i	-0.1%	12%	-2.5%	8%
O=C(COC(=O)Cn1cnc2ccccc2c1=O)NCCC1=CCCCC1	5%	-10%	8%	-0.2%	i	-3.1%	0%	-7.8%	-18%
O=C(Oc1ccc2c(c1)OCO2)c1ccncc1	9%	7%	-8%	0.3%	i	-1.9%	7%	-0.7%	8%
N=C1/C(=C\c2ccc(-c3ccc(C(=O)O)cc3)o2)C(=O)N=C2SC=C(c3ccccc3)N12	-4%	-12%	23%	0.9%	i	.	8%	.	.
COc1cc(NC(=O)c2ccc(OC)c([N+](=O)[O-])c2)ccc1NC(=O)c1ccco1	3%	-6%	-7%	1.2%	i	.	-2%	.	.
O=C(OCc1ccc2c(c1)OCO2)c1ccc(S(=O)(=O)N2CCCCC2)cc1	2%	-1%	12%	0.2%	i	-2.0%	-2%	-1.1%	14%
COc1cc2cccc(OC)c(=O)c2c(OC)c1OC	-4%	0%	1%	-0.2%	i	-2.4%	0%	-7.0%	42%
CCCCCCCCCCCNC(=O)c1ccoc1C	0%	11%	9%	-0.9%	i	1.8%	3%	-6.0%	5%
CCC1C(=O)N=C(SCC(=O)Nc2ccccc2)NC1=O (stereo unspecified)	-3%	-2%	36%	-0.1%	i	0.2%	3%	-2.3%	-5%
Cc1ccc2nsnc2c1S(=O)(=O)NCc1ccc2c(c1)OCO2	5%	6%	12%	-0.3%	i	-0.6%	-5%	1.3%	-6%
Nc1ccc2nc(NC(=O)C3CCCCC3)sc2c1	-3%	5%	-2%	-0.1%	i	-2.1%	7%	-7.3%	27%
CCOC(=O)c1cccc(S(=O)(=O)N2CCCC2)c1	20%	-6%	-6%	-0.4%	i	-0.3%	1%	-0.4%	-6%
CCn1c(=O)cc(SCC(=O)N2CCOCC2)c2ccccc21	-1%	-5%	21%	2.0%	i	-1.9%	11%	-16%	1%
CCOC(=O)c1c(CN2CCCCC2)n(C)c2cc(Br)c(O)cc12	-4%	0%	1%	-2.0%	i	-2.2%	0%	-4.2%	-1%
COc1ccc(NC(=O)CN2CC(C)OC(C)C2)cc1Cl (stereo unspecified)	1%	0%	-2%	-0.4%	i	.	2%	-4.7%	2%
COc1cc(C2C(C#N)=C(N)Oc3c2oc(CO)cc3=O)ccc1OC(C)C (stereo unspecified)	4%	-4%	-5%	-0.5%	i	.	-8%	-2.4%	33%
Cc1ccn2cc(-c3nonc3C)cc2c1	-1%	8%	22%	-0.1%	i	-2.7%	8%	-0.8%	-45%
COc1cccc(C(=O)c2c[nH]c(C(=O)NCc3ccco3)c2)c1	3%	5%	-4%	-0.2%	i	-1.3%	4%	-1.2%	10%
COC(=O)CSC1=C(C#N)C(c2ccc(C(C)C)cc2)CC(=O)N1 (stereo unspecified)	-5%	-1%	-4%	-0.4%	i	-0.1%	24%*	0.5%	32%
O=C(Nc1cc(C(F)(F)F)ccc1-n1cnc2ccccc21)c1ccccc1	-7%	2%	4%	-0.8%	i	-1.8%	10%	-1.4%	10%
Cc1ccc(-c2nnc(N)o2)cc1	6%	10%	8%	-0.1%	i	-2.5%	-3%	-2.2%	7%
O=C(NC1CC1)C1=C[C@H](C2CCCCC2)C[C@H](OCCCCO)O1	-3%	10%	3%	-0.5%	i	.	-1%	.	.
CC1(C)CC(=O)C2=C(C1)N(Cc1ccco1)C(=O)C2(NC(=O)c1ccc(Cl)cc1Cl)C(F)(F)F (stereo unspecified)	-6%	9%	4%	-0.4%	i	2.0%	1%	-4.9%	-2%
CCNC1=C(Cl)C(=O)c2ccccc2C1=O	23%	-1%	-4%	0.7%	i	-1.8%	5%	-4.0%	16%
Cc1cc(C)cc(OCC(=O)Nc2ccc(N3CCCC3)cc2)c1	11%	10%	7%	-0.6%	i	1.2%	1%	-17%	-24%
CCn1c(O)c(C=Nc2ccccc2)sc1=O	-7%	8%	-16%	-0.7%	i	0.1%	11%	0.9%	-6%
COCCOC(=O)C1=C(N)Oc2c(oc(CO)cc2=O)C1c1ccccc1F (stereo unspecified)	-7%	-6%	-2%	0.1%	i	7.7%	0%	-5.3%	-3%
COc1ccc(C(=O)NCc2nnc(SCC(=O)Nc3nnc(C)s3)o2)cc1	0%	-6%	9%	1.1%	i	-0.9%	4%	-3.8%	9%
Cc1cc(C)c2ccc(=O)n(CC(=O)N/N=C/c3ccccc3Cl)c2n1	-7%	-2%	1%	0.3%	i	.	6%	.	.
CCOCC(=O)Nc1cccc(SC)c1	-3%	1%	8%	0.4%	i	-2.5%	18%	-10%	-3%
Cc1nn(-c2nnc(NCc3ccccc3)nn2)c(C)c1Br	6%	-8%	28%	-0.5%	i	-0.5%	3%	-3.3%	38%
CCn1c(SCc2nc(-c3ccccc3)no2)nnc1-c1cccs1	4%	3%	16%	-1.0%	i	1.9%	-1%	-6.2%	14%
CCN1CCn2c3c(c4cc(Cl)ccc42)CCCC31 (stereo unspecified)	13%	3%	0%	-0.3%	i	-0.6%	7%	-4.2%	28%
CCC(OC(=O)C1=Cc2ccccc2OC1)C(=O)NC1CCCC1 (stereo unspecified)	24%	6%	4%	-0.8%	i	-0.8%	-4%	0.3%	7%
Clc1nc(Cl)nc(NCCC2=CCCCC2)n1	3%	8%	-4%	0.4%	i	.	-8%	-2.2%	-33%
CC(=O)c1cccc(NC(=O)C(Sc2ncnc3ccccc23)c2ccccc2)c1 (stereo unspecified)	-3%	-9%	2%	-0.4%	i	2.5%	10%	-4.3%	9%
CC1=C(C(=O)OC(C)C)C(c2ccc(F)cc2)NC(=O)N1 (stereo unspecified)	-6%	4%	6%	-0.7%	i	-2.7%	11%	-4.7%	19%
Cc1ccc(S(=O)(=O)N2CCC(C(=O)N[C@@H](C)C(=O)NCc3ccco3)CC2)cc1	2%	1%	11%	-0.6%	i	-0.8%	0%	-8.0%	-2%
CC(=O)Nc1ccc(S(=O)(=O)Nc2c(C)nn(-c3ccccc3)c2C)cc1	8%	10%	8%	-0.3%	i	-0.4%	1%	0.0%	2%
CC(C)(C)C(=O)Nc1ccc(C(=O)N/N=C/c2ccccc2OC(=O)c2ccccc2)cc1	13%	3%	-2%	0.0%	i	-1.0%	3%	-2.7%	4%
COCCCN=Cc1c(-c2ccccc2)[nH]n(-c2nc3ccccc3s2)c1=O	-3%	-7%	6%	0.4%	i	.	0%	.	.
CCc1cc(C(=O)NNC(=S)NC(C)c2ccccc2)cs1 (stereo unspecified)	3%	5%	0%	0.8%	i	8.0%	11%	-0.6%	-15%
CC(C)(C)c1ccc(S(=O)(=O)CC(O)CSc2nc3c(cc2C#N)CCCC3)cc1 (stereo unspecified)	3%	2%	-12%	.	.	-1.6%	-1%	-4.2%	15%
OC[C@H]1O[C@@H](n2cnc3c(NC4CCCC4)ncnc32)[C@H](O)[C@@H]1O	2%	5%	-3%	0.1%	i	-1.8%	6%	-7.4%	-12%
O=C(Cc1ccccc1)NCCC1=CCCCC1	-6%	2%	5%	-0.4%	i	0.2%	3%	-15%	-6%
COc1ccccc1S(=O)(=O)Cc1ccc(C(=O)N2CCCC2)o1	2%	-2%	2%	0.1%	i	-0.7%	9%	-5.0%	0%
S=C(NC1CCCCC1)N1CCN(C2CCCCC2)CC1	-1%	0%	1%	-0.8%	i	-1.1%	4%	-7.3%	-7%
NS(=O)(=O)c1ccc(CNC(=O)/C=C/c2ccccc2[N+](=O)[O-])cc1	2%	-2%	7%	0.0%	i	-0.5%	21%	-6.9%	11%
CC1CCC(NC(=S)NCCN(C)C)CC1 (stereo unspecified)	-11%	6%	-1%	0.5%	i	-0.5%	-2%	-5.9%	1%
Nc1ccc(-c2nc3ccc(N)cc3[nH]2)cc1	-13%	-12%	-324%	0.6%	i	.	50µM*	-4.2%	44%
Cc1cccc(NC2SC(=O)N(c3ccccc3)C2=O)c1 (stereo unspecified)	12%	-4%	1%	0.4%	i	3.1%	-1%	1.2%	10%
CCOc1ccc(NC(=O)CSc2nnnn2CC(=O)O)cc1	2%	5%	6.7µM*	0.2%	i	1.2%	4%	-2.2%	-25%
